All columns: NCI-60 one-dose screen, growth in % after 48 h at 10 µM unless noted; 100 = growth as untreated, 0 = no growth, -100 = all killed.
UO-31 – UO-31 renal cancer | 5.2% of 81,000 active
786-0 – 786-0 renal cancer cells | 5.1% of 81,000 active | AID 1794775
ACHN – ACHN renal cancer; 4.9% of 81,000 active
TK-10 – TK-10 renal cancer cells; 3.9% of 81,000 active; AID 1794769
IGROV1 – IGROV1 ovarian cancer; AID 1794786; 4.7% of 79,000 active
SN12C – SN12C renal cancer cells. 3.8% of 81,000 active. AID 1794767
CAKI-1 – CAKI-1 renal cancer. 4.7% of 75,000 active
NCI/ADR-RES – NCI/ADR-RES ovarian cells; 4.4% of 81,000 active
The depositor's hits bear a star; / = no result given; & = joins results of further samples. The calls were made as follows: active = growth percent below 10; inactive = the rest.

SMILES | UO-31 | 786-0 | ACHN | TK-10 | IGROV1 | SN12C | CAKI-1 | NCI/ADR-RES
COc1ccc(NC(=O)CCn2cnc3c(cc(-c4ccccc4)n3-c3ccccc3)c2=O)cc1 | 89 | 89 | 82 | 105 | 79 | 85 | 78 | 63
CC(C)CCC[C@@H](C)[C@H]1CC[C@H]2[C@@H]3CC=C4c5sc(Nc6ncccn6)nc5CC[C@]4(C)[C@H]3CC[C@]12C | 69 | 111 | 104 | 114 | 89 | 95 | 85 | 102
CC(C)(O)CN(CCCNC(=S)Nc1ccccc1)C(=S)Nc1ccccc1 | 75 | 111 | 97 | 107 | 110 | 102 | 91 | 96
Fc1ccccc1Nc1ncnc2onc(-c3ccccc3)c12 | 87 | 92 | 91 | 99 | 78 | 82 | 92 | 97
CCCCCN1C=C/C(=C\C(=O)N2CCCc3ccccc32)c2ccccc21 | 75 | 96 | 106 | 105 | 78 | 90 | 80 | 107
O=C(O)c1ccccc1-c1ccccc1C(=O)Nc1ccc2oc(=O)c3ccccc3c2c1 | 78 | 112 | 94 | 118 | 113 | 85 | 91 | 96
COC(=S)SCN(CSC(=S)OC)c1ccc(Cl)cc1 | 66 | 94 | 75 | 109 | 95 | 81 | 63 | 79
Cn1cc(C(=O)NCCC(=N)N)cc1NC(=O)CN=C(N)N | 84 | 85 | 102 | 109 | 106 | 96 | 99 | 94
CCN(CC)CCSc1nc2c([nH]1)c(=S)n(C)c(=O)n2C | 85 | 118 | 99 | 96 | 119 | 104 | 91 | 97
Nc1nc(SCc2ccc(Cl)cc2Cl)c2[nH]cnc2n1 | 76 | 57 | 89 | 59 | 92 | 92 | / | 90
COc1nc(N)c(CNc2ccccc2)c(=O)n1C | 82 | 95 | 95 | 106 | 109 | 94 | 103 | 101
Nc1ccc(C(=O)Nc2ccc3cc(S(=O)(=O)O)cc(S(=O)(=O)O)c3c2)cc1 | 92 | 89 | 100 | 93 | 108 | 94 | / | 105
COc1ccccc1N1C(=O)CSC1=S | 83 | 92 | 95 | 112 | 90 | 99 | 73 | 94
O=C(/C=C1\C=CN(CCN2CCCCC2)c2ccccc21)n1ccc2ccccc21 | 62 | 94 | 86 | 118 | 68 | 101 | 76 | 97
COc1cc(CSc2nc3ccc(Cl)cc3c(=O)n2Cc2ccccc2)cc(OC)c1OC | 27 | 43 | 40 | 74 | 35 | 39 | 27 | 14
Cc1ccc(C(C)C)cc1NC(=O)Nc1ccc([N+](=O)[O-])cc1 | -0.8* | 8.8* | 7.9* | 17 | 6.7* | 11 | 11 | -11*
CCCCCCNC(=O)n1cc(F)c(=O)[nH]c1=O | 35 | 55 | 45 | 48 | 44 | 64 | 46 | 61
CN1CCSC1=NC(=O)c1ccc(Cl)cc1 | 76 | 93 | 98 | 105 | 108 | 98 | 89 | 100
COc1cc(/C=C\C(=O)O)cc(Cl)c1O | 87 | 114 | 106 | 102 | 113 | 99 | 93 | 101
O=C(O)COC1CC(=O)N2c3ccccc3C34CCN5C(=O)C(=O)C(CC53)C1C24 (configuration not stated) | 76 | 113 | 99 | 106 | 97 | 95 | 107 | 110
C#CCOc1ccc(C2=NN(CCCCC)C3N=C(Cl)c4ncn(CCCCC)c4N23)cc1OCC#C (configuration not stated) | 65 | 98 | 97 | 96 | 92 | 90 | 72 | 90
Cc1ccc(S(=O)(=O)/C(=C\c2ccc(Cl)cc2)C(=O)c2ccc(-c3ccccc3)cc2)cc1 | 83 | 108 | 106 | 134 | 108 | 104 | 103 | 121
COc1ccc(-c2cc(C(=O)N=Nc3c(O)[nH]c4ccc(Br)cc34)no2)cc1 | 78 | 105 | 98 | 124 | 100 | 94 | 84 | 97
COc1ccccc1N1CCCSC1=Nc1ccccc1 | 81 | / | 114 | / | / | 92 | / | 103

Reprinted from the part before: 4 compounds, followed by the next part.
SMILES | UO-31 | 786-0 | ACHN | TK-10 | IGROV1 | SN12C | CAKI-1 | NCI/ADR-RES
C#CCOc1ccc(C2=NN(CCCCC)C3N=C(Cl)c4ncn(CCCCC)c4N23)cc1OCC#C (configuration not stated) | 65 | 98 | 97 | 96 | 92 | 90 | 72 | 90
Cc1ccc(S(=O)(=O)/C(=C\c2ccc(Cl)cc2)C(=O)c2ccc(-c3ccccc3)cc2)cc1 | 83 | 108 | 106 | 134 | 108 | 104 | 103 | 121
COc1ccc(-c2cc(C(=O)N=Nc3c(O)[nH]c4ccc(Br)cc34)no2)cc1 | 78 | 105 | 98 | 124 | 100 | 94 | 84 | 97
COc1ccccc1N1CCCSC1=Nc1ccccc1 | 81 | / | 114 | / | / | 92 | / | 103
COc1ccc(-c2nonc2NC(=O)c2cccc(Cl)c2)cc1OC | 100 | 101 | 100 | 130 | 108 | 97 | 103 | 99
NC(=O)NNC(=O)c1ccccc1 | 90 | 101 | 109 | 103 | / | 114 | 92 | 103
CCSSCC | 89 | 98 | 99 | 105 | 109 | 94 | 95 | 93
CCC(=O)Oc1cccc(C(OC(=O)CC)OC(=O)CC)c1 | 84 | 100 | / | 88 | 102 | 117 | / | 105
CCCCCCN(CCCCCC)N=O | 86 | 101 | 93 | / | 113 | 98 | 103 | 106
O=C(C(=O)c1ccc(Cl)cc1)c1ccc(Cl)cc1 | 98 | 104 | 100 | / | 101 | 97 | 95 | 108
Cc1ccc2oc(=O)cc(C3OC4=C(C(=O)CCC4)C3c3cc(=O)oc4ccc(C)cc34)c2c1 (configuration not stated) | 85 | 92 | 99 | 95 | 102 | 97 | / | 102
COc1ccc2c(Nc3ccc(NS(C)(=O)=O)cc3)c3ccccc3nc2c1 | -42* | 18 | -3.5* | 9.4* | 3.5* | 10 | -23* | 33
O=C(NNC(=O)c1ccc(Cl)cc1Cl)c1ccccc1 | 95&104 | 101&95 | 113&118 | 102&115 | 100&121 | 109&96 | 93&99 | 99&87
NS(=O)(=O)c1ccc(NCc2cn(-c3ccc(C(=O)O)cc3)nc2-c2ccc(C(F)(F)F)cc2)cc1 | 86 | 100 | 102 | 108 | 96 | 98 | 88 | 109
NC(=S)N/N=C/c1ccc(F)cc1 | 79 | 97 | 92 | / | 118 | 98 | 104 | 99
COc1ccc(NC(=O)CSc2nc(C)c(C(C)=O)n2-c2ccc([N+](=O)[O-])cc2)cc1 | 84 | 84 | 96 | 97 | 96 | 95 | 100 | 86
O=C1CCC(C(=O)NNc2ccc(Br)cc2Br)N1 (configuration not stated) | 52 | 91 | 63 | 94 | 88 | 100 | 47 | 94
N#CC1=C(c2ccco2)Nc2c(c(-c3ccccc3)nn2-c2ccccc2)C12C(=O)Nc1ccccc12 (configuration not stated) | 67 | 81 | 61 | 78 | 97 | 73 | 76 | 70
Brc1ccc2[nH]cc(-c3cncn3Cc3ccc(I)cc3)c2c1 | 50 | / | 84 | 99 | 61 | 68 | 58 | 54
Cn1ccnc1C(=O)/C=C/c1ccc(NC(=O)Nc2ccc(Cl)cc2)cc1 | 98 | 57 | 88 | 131 | 97 | 88 | 70 | 76
Cc1ccc(S(=O)(=O)Nc2c(C)cccc2C)cc1 | 89 | 98 | 92 | 116 | / | 100 | 94 | 98
Cc1nn(-c2ccc(Cl)cc2)c2ncnc(N/N=C/c3cccc([N+](=O)[O-])c3)c12 | 72 | 96 | 108 | 93 | 95 | 101 | 76 | 105
Nn1cnn2c(=O)c3cnn(-c4ccccc4)c3nc12 | 86 | 106 | 104 | 107 | 106 | 106 | 96 | 103
CC12c3ccccc3C(C)(c3ccccc31)C(NS(=O)(=O)c1ccc(Cl)cc1Cl)C2O (configuration not stated) | 77 | 103 | 90 | 102 | 95 | 87 | 67 | 97
O=C(O)c1ccc(N/N=C/c2cn(-c3ccc(C(=O)O)cc3)nc2-c2ccc(F)cc2)cc1 | 83 | 97 | 98 | 129 | 105 | 104 | 85 | 109
COC(=O)/C=C/C(=O)c1cc(C)cc(C)c1O | 88 | 100 | / | 97 | 106 | 109 | / | 99
CCOC(=O)c1[nH]cc(-c2ccccc2)c1-c1ccc(OC)cc1OC | 77 | 94 | 97 | 97 | 82 | 94 | 70 | 98
S=C1CC2CCCC(C2)N1 (configuration not stated) | 89 | 101 | 108 | 101 | 108 | 100 | 97 | 112

Reprinted at random: five entries already listed
SMILES | UO-31 | 786-0 | ACHN | TK-10 | IGROV1 | SN12C | CAKI-1 | NCI/ADR-RES
Cn1ccnc1C(=O)/C=C/c1ccc(NC(=O)Nc2ccc(Cl)cc2)cc1 | 98 | 57 | 88 | 131 | 97 | 88 | 70 | 76
COC(=O)/C=C/C(=O)c1cc(C)cc(C)c1O | 88 | 100 | / | 97 | 106 | 109 | / | 99
N#CC1=C(c2ccco2)Nc2c(c(-c3ccccc3)nn2-c2ccccc2)C12C(=O)Nc1ccccc12 (configuration not stated) | 67 | 81 | 61 | 78 | 97 | 73 | 76 | 70
Brc1ccc2[nH]cc(-c3cncn3Cc3ccc(I)cc3)c2c1 | 50 | / | 84 | 99 | 61 | 68 | 58 | 54
O=C1CCC(C(=O)NNc2ccc(Br)cc2Br)N1 (configuration not stated) | 52 | 91 | 63 | 94 | 88 | 100 | 47 | 94

(more compounds)
SMILES | UO-31 | 786-0 | ACHN | TK-10 | IGROV1 | SN12C | CAKI-1 | NCI/ADR-RES
COc1cc2nc(Cl)nc(Nc3cccc(C4=NN(C=O)C(c5ccc(Cl)cc5)C4)c3)c2cc1OC (configuration not stated) | 81 | 91 | 94 | 114 | 92 | 87 | 77 | 94
CCN(CC)CCn1c2ccc(O)cc2c2sc3cc(O)ccc3c(=O)c21 | 26 | 27 | 3.3* | 65 | 15 | 21 | 43 | 61
CN1CCN(C(=O)[C@]23CCC(C)(C)C[C@H]2C2=CC[C@@H]4[C@@]5(C)CCC(=O)NC(C)(C)[C@@H]5CC[C@@]4(C)[C@]2(C)CC3)CC1 | 74 | 79 | 99 | 106 | 93 | 85 | 100 | 90
CCOC(=O)N1CCC(N=C2CSc3nnc(-c4cc(C(F)(F)F)cc(C(F)(F)F)c4)n3N2)CC1 | 34 | / | 30 | 15 | 44 | 29 | 55 | 14
CCOC(=O)C(OC(=O)c1ccccc1)C(=O)OCC | 98 | 94 | 91 | 89 | 102 | 97 | / | 101
N#Cc1c(N)nc2c(c1N)C(c1ccccc1Cl)C1=C(CCCC1=O)N2c1sc2c(c1C#N)CCCC2 (configuration not stated) | 86 | 93 | 92 | 101 | 106 | 86 | 77 | 99
CCN(CC)CCCC#CCN1CCCC1 | 86 | 113 | 98 | 83 | 113 | 98 | 101 | 107
COc1ccc(/C=C2\N=C3Sc4cc(Cl)ccc4C(=O)N3C2=O)cc1 | 65 | 101 | 92 | 107 | 107 | 96 | 74 | 106
O=C(c1ccccc1)c1ccccc1C(=O)c1ccccc1 | 96 | 103 | 97 | 138 | 84 | 108 | 59 | 97
COc1cccc(C(=O)NC(c2ccc(C)cc2)c2cc(Cl)c3cccnc3c2O)c1 (configuration not stated) | -19* | 6.4* | 11 | 27 | -5.1* | 13 | -3.6* | 6.1*
Cc1cc(=O)n2nc(-c3c[nH]c4ccccc34)sc2n1 | 82 | 106 | 96 | 128 | 90 | 95 | 100 | 98
CN(C)CCN1C(=O)c2cccc3c(C#CCN4C(=O)c5cccc6cccc(c56)C4=O)ccc(c23)C1=O | 67 | 96 | 88 | 132 | 98 | 92 | 78 | 101
CC1(C)CC[C@]2(CN)CC[C@]3(C)C(=CC[C@@H]4[C@@]5(C)CCCNC(C)(C)[C@@H]5CC[C@]43C)[C@H]2C1 | 89 | 93 | 109 | 111 | 98 | 100 | 93 | 105
c1ccc(CCNCc2cccs2)nc1 | 79 | 103 | 104 | 102 | 109 | 101 | 87 | 111
NC(=O)c1ccc(-c2ccc3ncnc(N4CCc5cc(F)c(Cl)cc54)c3c2)cn1 | 33 | 66 | 30 | 28 | 2.2* | 62 | 31 | 75
CC(=O)CC(C)(C)NC(=S)Nc1ccc(O)cc1 | 90 | 96 | 109 | 101 | 105 | 98 | 99 | 98
NC(=O)NCCCC(N)C(=O)O (configuration not stated) | 83 | 101 | 99 | 99 | 92 | 104 | 85 | 102

High-throughput results from PubChem.

Outcome played no part in choosing rows; any-hit rate near 9.3%.
